From PubChem
KOR beta-arrestin-1: kappa opioid receptor activators – cell-based, luminescence, uHTS, primary screen (AID 1777). KOR beta-arrestin recruitment, luminescence; higher % means a stronger effect. activation, % at 10 µM; hits with a dose series show EC50 in µM. 280,000 tested, 0.02% active; in the data active = activation above about 50%, passing the limit was not always enough; note: a part of the inactive calls stands beside numbers as strong as those of hits
KOR beta-arrestin-2: KOR antagonists, beta-arrestin recruitment, cell-based, luminescence, uHTS (AID 1778); KOR beta-arrestin recruitment, luminescence, antagonist mode; higher % means a stronger effect; inhibition, % at 10 µM; hits with a dose series show IC50 in µM; 290,000 tested, 0.091% active; note: strong numbers were not always called active
Myeloid diff 2: myeloid differentiation induction. calls only at 10 µM. ER-HoxA9 myeloid progenitors, lysozyme-GFP differentiation, flow cytometry. AID 624256. 360,000 tested, 1% active;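 active = normalized GFP-positive differentiation at or above the plate's own cutoff, the solvent-only control mean plus 3 SD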;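 note: cells exposed to compound for four days before flow analysis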
GPR55 beta-arrestin: GPR55 agonists via beta-arrestin recruitment, primary screen, imaging, U2OS cells, beta-arrestin-GFP redistribution (AID 1961) | U2OS GPR55 beta-arrestin-GFP redistribution imaging; higher % means a stronger effect | activation, % at 10 µM; hits with a dose series show EC50 in µM | 290,000 tested, 0.048% active;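 active = activation above 40% with more than 50 cells counted in the well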;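 note: U2OS osteosarcoma cells stably expressing GPR55 and beta-arrestin-GFP; plate controls were DMSO negative control for no effect and LPI positive control for full effect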
NTR1 ag: agonists of NTR1, primary screen, imaging, U2OS cells, beta-arrestin-GFP, high content (AID 493036); P30989; NTR1-U2OS beta-arrestin-GFP spot imaging, agonist mode; activation, % at 20 µM; 330,000 tested, 0.17% active;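 active = activation at or above 40% of the spot to cytoplasm intensity ratio, with at least 20 cells analyzed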;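 note: 0% = DMSO without peptide and 100% = 100 nM NTR1 peptide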
Target sequence (P30989 whole entry, looked up): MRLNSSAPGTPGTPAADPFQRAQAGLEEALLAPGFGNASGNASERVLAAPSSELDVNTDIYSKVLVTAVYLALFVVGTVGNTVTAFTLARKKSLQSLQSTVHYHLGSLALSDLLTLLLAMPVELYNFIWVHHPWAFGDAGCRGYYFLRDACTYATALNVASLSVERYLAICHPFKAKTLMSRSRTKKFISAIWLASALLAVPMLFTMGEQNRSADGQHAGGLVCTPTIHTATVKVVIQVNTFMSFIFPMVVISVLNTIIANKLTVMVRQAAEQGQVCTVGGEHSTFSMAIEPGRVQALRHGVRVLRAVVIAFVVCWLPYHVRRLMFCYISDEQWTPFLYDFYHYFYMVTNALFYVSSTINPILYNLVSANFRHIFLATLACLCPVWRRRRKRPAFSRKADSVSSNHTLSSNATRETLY
T cell modulator: T cell immune modulation candidate | 2C CD8+ T cell-vesicle binding, flow cytometry; hits give low values | calls only at 7 µM | 330,000 tested, 0.068% active;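 active = response, share of CD8 T cells binding vesicles, and their 90th percentile fluorescence all below set limits, cut at about 80% in these data, passing the limit was not always enough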
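Read-out – percent CD8+ FL2 mean versus row control · System – murine 2C transgenic CD8+ T lymphocytes · Times – 1.5 h cell–vesicle binding at 37 °C, then 20 min icy labelling · Control set – naked vesicles low, QL9 vesicles with vehicle high · Detection – cytometric PE anti-B7-1 and Alexa647 anti-CD8 signals after 1% paraformaldehyde fixation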
NOD1 inhibition: inhibition of NOD1-driven NF-kB reporter – cell-based, luminescence, uHTS, primary screen (AID 1578); NOD1-driven NF-kB luciferase reporter cells, luminescence; higher % means a stronger effect; inhibition, % at 4 µM, or EC50 in µM where a hit was titrated; 290,000 tested, 1% active; in the data active = inhibition mostly above about 36%, no sharp cut-off; inactive = mostly below about 34%;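 note: HEK-293T reporter cells stimulated with the NOD1 agonist gamma-tri-DAP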
GPR55 antagonists: inhibition of LPI-stimulated GPR55 beta-arrestin translocation – imaging, U2OS, beta-arrestin-GFP, LPI agonist, primary screen (AID 2013) | 290,000 tested, 0.13% active | U2OS GPR55 beta-arrestin-GFP translocation imaging, LPI antagonism; higher % means a stronger effect | one-dose inhibition, % at 10 µM; IC50 in µM for titrated hits;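 active = spots per cell inhibited over 60%, with over 100 cells counted and total cytoplasm intensity under 500,000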;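 note: U2OS cells stably carrying GPR55 and arrestin-GFP stimulated by 5 µM LPI near EC80; imaged beta-arrestin-GFP aggregate spots per cell after agonist stimulation; plate controls were LPI-stimulated DMSO wells for no effect and DMSO wells without LPI for full effect; some results filed as inactive read as strong as hits; confirmed hits need IC50 under 10 µM and bright autofluorescent wells are also inconclusive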
NOD2 inhibition: inhibition of NOD2-driven NF-kB reporter – cell-based, luminescence, uHTS, HEK293 (AID 1566) | HEK293 NOD2/NF-kB luciferase reporter, luminescence; higher % means a stronger effect | one-dose inhibition, % at 4 µM; EC50 in µM for titrated hits | 290,000 tested, 0.63% active; note: many of its hits are not listed in these tables
T cell modulator vesicle-bound %: further read-out of T cell modulator, marked with its call; double positive events, %; measured here: CD8+ vesicle-bound cell fraction;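 binding gate set so that unloaded-vesicle control wells show 10% double positive cells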
NTR1 ag cell count 20 µM: second read-out of NTR1 ag, no call of its own (marks repeat the call); cell count; measured here: cell count, cytotoxicity flag
Myeloid diff 2 GFP+ MAC1+ %: recorded beside Myeloid diff 2, whose call it bears; GFP+ MAC1+ double positive, %; measured here: differentiation confirmed by MAC1 staining
* hit, by the source's call; i = inactive; . = no result given; + = active, no number; [ ] = dose if it differs, or a comment. Cut-off read from the data, not from the text of the source, unless noted: active = inhibition above about 50%; inactive = the rest. A portion of the library; rates above refer to the full screens.

compound,KOR beta-arrestin-1,KOR beta-arrestin-2,Myeloid diff 2,Myeloid diff 2 GFP+ MAC1+ %,GPR55 beta-arrestin,NTR1 ag,NTR1 ag cell count 20 µM,T cell modulator,T cell modulator vesicle-bound %,NOD1 inhibition,GPR55 antagonists,NOD2 inhibition
CCCN(CCC)c1c([N+](=O)[O-])c(=O)oc2ccccc12,3.1%,-24%,i,0.4,-0.3%,0.0,67,i,2,5%,1%,14%
CCOc1ccc(C(=O)CSc2nnc3ccccn23)cc1,-5.0%,-12%,i,0.7,0.3%,-1.5,40,i,30,-11%,-8%,-5%
O=C(O)c1cccc(-n2nnnc2SCc2ccccn2)c1,16%,-74%,i,0.9,-0.1%,0.3,92,i,8,-1%,15%,-2%
Cc1ccc(-c2csc(NC(=O)C3CCN(S(=O)(=O)c4cccs4)CC3)n2)cc1,4.6%,11%,i,0.5,0.1%,2.1,37,i,49,51%,-7%,49%
Cc1ccc(-n2ncc3c2CC(C)(C)CC3NC(=O)CCc2ccncc2)cc1 (stereo unspecified),-3.6%,-8%,i,0.5,0.2%,-0.7,52,i,3,-6%,-2%,15%
CSCCOC(=O)C1=C(C)NC(=O)CC1c1ccccc1Cl (stereo unspecified),1.6%,-37%,i,1.1,0.2%,-1.1,55,i,26,-11%,6%,8%
C/C(=N\NC(=O)c1cccc(Br)c1)c1cccc(NC(=O)c2ccc(C)o2)c1,9.4%,-16%,i,2.0,-0.2%,1.0,61,i,42,-56%,6%,-7%
Cc1c(C)[n+](=O)c(-c2ccc(Br)cc2)c(C)n1[O-],1.4%,-16%,i,0.2,-0.1%,1.4,40,i,58,-6%,-9%,9%
Cn1cnnc1Sc1ccc(C(=O)OCC(=O)NCC(F)(F)F)cc1[N+](=O)[O-],-2.4%,3%,i,0.9,-0.2%,1.5,49,i,31,1%,17%,19%
CCn1c(SCC(=O)Nc2ccc(OC)cc2)nc2c(c1=O)SCC2,16%,-20%,i,4.7,-0.2%,-0.4,40,i,67,-12%,-2%,12%
Cc1cccc(NC(=S)N2CCC(O)CC2)c1C,-0.7%,18%,i,0.5,0.1%,0.8,39,i,16,9%,9%,-2%
C/C(=N\Nc1ccc(C)c(Cl)c1)c1cccnc1,-2.1%,-10%,i,0.0,0.0%,2.8,78,i,28,6%,-14%,5%
Cc1cc(S(=O)(=O)N2CCc3ccccc3C2)ccc1F,-2.3%,-33%[20 µM],i,0.3,-0.3%,1.1,56,i,67,-13%,-4%,9%
N/C(=N\OC(=O)COc1ccc2ccccc2c1Br)c1ccccn1,-3.4%,-30%,i,0.3,-0.2%,7.9,58,i,0,-60%,12%,-180%
CNC(=O)c1ccsc1NC(=O)CN1C(=O)CCC1=O,0.5%,3%,i,2.7,-0.1%,-1.7,59,i,40,-3%,6%,-4%
COc1cc(CC(=O)NCC2COc3ccccc3O2)cc(OC)c1OC (stereo unspecified),-3.9%,15%,i,0.5,-0.4%,0.1,56,i,46,-30%,7%,16%
COc1ccc(OC(=O)c2cnn(-c3ccccc3)c2C)cc1,7.3%,6%,i,1.4,0.2%,-0.2,43,i,44,-117%,5%,-81%
Cc1ccc(C(=O)N2NC(c3ccccc3F)C3C(=O)N(c4cccc(C)c4)C(=O)C32)cc1 (stereo unspecified),2.4%,-13%,i,1.4,-0.2%,1.3,54,i,55,3%,3%,13%
Cc1ccc(N2CCN(C(=O)Nc3cccc([N+](=O)[O-])c3)CC2C)cc1 (stereo unspecified),-5.3%,-20%,i,1.3,0.5%,1.2,23,i,15,-32%,6%,26%
COc1nc(-c2ccccc2)c2c(c1C#N)CC(C)(C)OC2,-7.1%,12%,i,0.9,-0.1%,-1.9,33,i,39,7%,-15%,8%
O=C(Nc1nc2c(s1)CCc1ccccc1-2)c1ccco1,-1.3%,38%,i,0.8,-0.1%,2.4,54,i,22,-44%,3%,-40%
CC1=C(C(=O)OC(C)C)C(c2ccco2)NC(=O)N1 (stereo unspecified),5.9%,-24%,i,1.9,-0.2%,-1.6,39,i,27,2%,3%,1%
CC(/C=C1\SC(=Nc2cccnc2)NC1=O)=C\c1ccccc1,8.3%,-80%,i,0.7,-0.2%,5.1,60,i,45,-12%,-22%,-2%
CC(C)c1cccc(C(C)C)c1OC(=O)NC(=O)c1c(F)cccc1F,3.0%,-22%,i,0.8,0.3%,0.4,64,i,18,-24%,2%,-7%
COC(=O)C1=CN(c2ccc(OC)cc2)C=C(C(=O)OC)C1c1cccc(F)c1,-5.1%,18%,i,0.6,-0.1%,-0.3,59,i,55,-7%,4%,-21%

2 entries from above in another layout:
Each structure is followed by: KOR beta-arrestin-1 | KOR beta-arrestin-2 | Myeloid diff 2 | Myeloid diff 2 GFP+ MAC1+ % | GPR55 beta-arrestin | NTR1 ag | NTR1 ag cell count 20 µM | T cell modulator | T cell modulator vesicle-bound % | NOD1 inhibition | GPR55 antagonists | NOD2 inhibition
- N/C(=N\OC(=O)COc1ccc2ccccc2c1Br)c1ccccn1
 : -3.4% | -30% | i | 0.3 | -0.2% | 7.9 | 58 | i | 0 | -60% | 12% | -180%
- CNC(=O)c1ccsc1NC(=O)CN1C(=O)CCC1=O
 : 0.5% | 3% | i | 2.7 | -0.1% | -1.7 | 59 | i | 40 | -3% | 6% | -4%

New compounds follow.
compound,KOR beta-arrestin-1,KOR beta-arrestin-2,Myeloid diff 2,Myeloid diff 2 GFP+ MAC1+ %,GPR55 beta-arrestin,NTR1 ag,NTR1 ag cell count 20 µM,T cell modulator,T cell modulator vesicle-bound %,NOD1 inhibition,GPR55 antagonists,NOD2 inhibition
CCN(Cc1nc2ccccc2n1C)c1ccccc1,.,0%[20 µM],i,0.4,-0.2%,0.2,62,i,47,2%,8%,6%
CCOc1ccc(C(=O)NCC2CCN(CC3CCCCC3)CC2)cc1,-3.1%,-45%[20 µM],i,0.4,-0.1%,1.5,64,.,.,-30%,12%,-5%
COc1ccc(C(=O)c2c(C)c(CCC#N)n3ccccc23)c(OC)c1,0.5%,-19%,i,0.7,-0.1%,1.3,46,i,15,-7%,9%,-1%
CSc1c(CC(=O)Nc2ccccc2)n(Cc2ccccc2)c2ccccc12,1.5%,10%,i,0.5,0.0%,7.8,43,i,46,-8%,-3%,-9%
COc1ccc(O)c(C(=O)CC(=O)c2ccc(F)cc2)c1,0.0%,-50%,i,1.0,-0.1%,9.1,34,i,22,34%,-2%,-161%
CCc1nnc(NC(=O)c2ccc(C)o2)s1,-1.7%,-14%,i,2.1,-0.2%,0.3,58,i,14,-39%,12%,-17%
C=CCc1cc(Cl)ccc1OCCCNCCO,2.5%,-58%,i,0.5,-0.1%,0.6,76,i,60,-25%,8%,5%
CCC(C)[C@H](NC(=O)c1cn(CC)c2cc3c(cc2c1=O)OCO3)C(=O)NCCCn1ccnc1 (stereo partly specified),0.9%,14%,i,0.0,0.3%,-0.4,63,i,2,-13%,-17%,15%
CCOC(=O)Nc1ccc2c(c1)N(C(=O)CN)c1ccccc1CC2,1.0%,-38%[20 µM],i,0.5,-0.1%,-0.3,60,i,32,-24%,11%,-4%
COc1ccc(N(C(=O)COc2ccc(F)cc2)S(=O)(=O)c2ccc(C)cc2)cc1,2.4%,23%,i,0.4,1.5%,3.1,47,i,47,23%,11%,8%
Nc1c(C(=O)NCc2ccco2)nnn1CC(=O)Nc1ccc2c(c1)OCO2,1.4%,-9%,i,0.6,0.5%,-0.1,67,i,61,-38%,13%,-13%
O=C(CNC(=O)c1ccc(Br)o1)NCc1ccccc1Cl,-0.3%,-9%,i,1.9,-0.2%,0.7,53,i,4,-14%,6%,15%
O=C(Nc1ccc(F)c(Cl)c1)N1CCCCCC1,-2.0%,4%,i,0.2,-0.1%,-0.8,60,i,4,-22%,8%,-1%
COc1ccc(/C=C/c2noc(-c3ccccc3O)n2)cc1,4.8%,-16%,i,1.5,-0.4%,1.2,49,i,40,18%,-2%,-92%
O=C(N/N=C/c1ccncc1)c1cccc(NC(=O)c2ccccc2Cl)c1,7.7%,15%,i,0.1,0.2%,3.0,89,i,55,-15%,8%,7%
COc1cccc2cc3c(=O)oc4ccccc4c3nc12,1.3%,3%,i,0.9,-0.1%,0.8,38,i,20,1%,7%,-24%
O=C(N=Nc1c(O)[nH]c2ccc(Br)cc12)c1cc(-c2cccs2)nc2ccccc12,2.1%,-19%[20 µM],i,1.1,-0.1%,.,.,.,.,-64%,4%,-8%
Cc1ccc(CN2CCN(Cc3ccc(-n4cccn4)cc3)CC2CCO)cc1 (stereo unspecified),-0.1%,-22%,i,1.4,-0.2%,-0.2,65,i,50,-59%,4%,13%
CCN1CCN(CCCNC(=O)CS(=O)(=O)Cc2nc(-c3cccc(OC)c3)oc2C)CC1,0.8%,-8%,i,20,-0.2%,-1.0,60,i,3,-13%,-2%,14%
CCOc1ccccc1NC(=O)c1cc(Cl)ccc1NC(=O)c1ccco1,8.5%,2%,i,0.5,-0.2%,0.7,77,i,18,-33%,7%,-22%
O=S(=O)(c1ccc(Cl)s1)N1CCN(Cc2ccccc2)CC1,-1.1%,8%,i,0.7,0.2%,-0.2,66,i,58,-34%,2%,-12%
Cc1ccc(C(=O)N/N=C/C=C/c2ccccc2)cc1,-0.6%,-24%,i,0.3,-0.1%,-2.1,86,i,27,-24%,-14%,-2%
CCCCc1nc(NCCNC(=O)c2ccccc2)c(C#N)c2c1CSC(C)(C)C2,0.8%,-15%,i,1.2,-0.1%,4.5,63,i,13,37%,26%,10%
CCCOc1ccc(C(=O)Nc2ccc(NC(=O)c3cccs3)cc2)cc1,-1.9%,-22%,i,2.8,0.4%,3.9,51,i,18,-28%,7%,18%
COc1ccc(Cl)cc1NC(=O)c1cnc2sccn2c1=O,7.6%,0%,i,2.6,-0.2%,1.7,54,i,38,-26%,7%,-7%
Nn1cnnc1SC1CCCCC1NS(=O)(=O)c1ccccc1 (stereo unspecified),-4.9%,24%,+,5.0*,-0.2%,-1.1,56,i,55,1%,8%,8%
CCOC(=O)c1cn2nc(N3CCCC3)ccc2n1,-1.5%,-16%,i,0.2,-0.2%,-0.8,44,i,22,8%,11%,-54%
NC(=O)CC(NC(=O)Cc1ccc(Cl)cc1)c1ccc(NC2CC3CCC2C3)c([N+](=O)[O-])c1 (stereo unspecified),2.4%,-4%[20 µM],i,1.0,-0.2%,9.9,66,i,26,-15%,-5%,-136%
